Screens (PubChem BioAssay)
IDE inh = inhibits human insulin-degrading enzyme in HEK cells; P14735; FAbetaB cleavage, fluorescence polarization; inhibition, % at 5.59 µM; 320,000 compounds, 0.41% hits;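 active = percent inhibition above the average of all tested compounds plus 3 SD, set per screening campaign, cut at about 16% in these data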;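 also: IDE supplied by intact live HEK cells; FP after avidin binding of uncleaved biotin substrate so inhibition keeps polarization high; 0% = DMSO wells and 100% = 60 µM reference IDE inhibitor Ii1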
Target sequence (P14735 whole entry, looked up): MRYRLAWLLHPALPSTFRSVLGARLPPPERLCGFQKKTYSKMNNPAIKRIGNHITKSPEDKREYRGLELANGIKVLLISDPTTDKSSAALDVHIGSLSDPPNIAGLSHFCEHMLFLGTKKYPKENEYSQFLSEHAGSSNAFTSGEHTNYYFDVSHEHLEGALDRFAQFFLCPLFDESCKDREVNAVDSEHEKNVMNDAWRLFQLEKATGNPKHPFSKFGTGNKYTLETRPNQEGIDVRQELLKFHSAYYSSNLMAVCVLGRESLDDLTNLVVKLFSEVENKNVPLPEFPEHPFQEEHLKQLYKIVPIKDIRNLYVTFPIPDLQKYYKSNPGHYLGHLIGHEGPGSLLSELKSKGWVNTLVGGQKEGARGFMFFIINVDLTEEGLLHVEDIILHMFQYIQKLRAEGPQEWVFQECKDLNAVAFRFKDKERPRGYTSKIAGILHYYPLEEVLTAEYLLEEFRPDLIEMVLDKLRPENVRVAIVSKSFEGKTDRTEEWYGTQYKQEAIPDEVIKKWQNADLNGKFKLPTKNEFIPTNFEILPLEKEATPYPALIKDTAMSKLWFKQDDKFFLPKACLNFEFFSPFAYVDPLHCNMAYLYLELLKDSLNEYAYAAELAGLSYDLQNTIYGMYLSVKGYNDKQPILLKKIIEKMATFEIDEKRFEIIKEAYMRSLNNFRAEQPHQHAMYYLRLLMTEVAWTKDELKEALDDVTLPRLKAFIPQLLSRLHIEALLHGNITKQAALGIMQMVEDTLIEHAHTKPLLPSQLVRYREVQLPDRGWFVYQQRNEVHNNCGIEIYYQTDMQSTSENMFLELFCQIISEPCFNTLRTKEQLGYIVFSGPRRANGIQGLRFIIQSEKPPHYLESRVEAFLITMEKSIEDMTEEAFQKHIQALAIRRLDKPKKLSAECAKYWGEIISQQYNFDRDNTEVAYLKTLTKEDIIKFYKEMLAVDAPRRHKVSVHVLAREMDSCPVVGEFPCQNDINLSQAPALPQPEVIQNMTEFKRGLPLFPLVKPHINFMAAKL
M4 ag = CHRM4 agonism in calcium assay | CHO-K1 hM4/Gqi5, Fluo-8 calcium fluorescence; vehicle 0%, full acetylcholine response 100% | activation, % at 3 µM | 360,000 compounds, 0.14% hits;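 active = activation above the run mean over all test wells plus 3 SD, cut at about 32% in these data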;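 also: peak over basal fluorescence ratio per well then scaled between controls; 0% = DMSO wells and 100% = acetylcholine at EC100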
CHRM5 PAM = positive allosteric modulators of human muscarinic M5 receptor; activation, % at 3 µM; P08912; CHO-K1 hM5, Fluo-8 calcium, ACh EC20 PAM; 0% = ACh EC20, 100% = ACh EC100; 360,000 compounds, 0.3% hits;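 active = activation above the run cutoff, the mean activation of all test compounds plus 3 SD, cut at about 18% in these data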
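Assay system: CHO-K1 hM5 cells / Incubation: Fluo-8 loading 80 min at 37 °C plus 30 min room temperature / Technique: Fluo-8 calcium dye fluorescence, kinetic read / Repeats: single replicate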
CHRM5 agonist = CHRM5 agonism in calcium assay | P08912 | CHO-K1 hM5 cells, Fluo-8 calcium fluorescence; 0% DMSO wells, 100% maximal acetylcholine response | activation, % at 3 µM | 360,000 compounds, 0.19% hits | AID 624037;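 active = activation above the run's mean over test compounds plus 3 SD, cut at about 23% in these data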;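 also: signal is peak over basal fluorescence ratio across the kinetic read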
CRFBP-R2 block = antagonists of CRF-binding protein/CRF-R2 receptor complex. HEK293 CRF-R2/CRF-BP, CRF-induced calcium fluorescence. inhibition, % at 11.8 µM. 350,000 compounds, 0.59% hits;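 active = inhibition of the ligand-induced calcium signal above about 50% at the single tested concentration, limit read from the data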
M4 antag = CHRM4 antagonism in calcium assay; P08173; CHO-hM4 cells, ACh EC80, Fluo-8 calcium fluorescence; inhibition, % at 3 µM; 360,000 compounds, 0.73% hits;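 active = inhibition above its plate's cutoff, the mean inhibition of sample wells plus 3 SD, cut at about 27% in these data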;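 also: 0% = acetylcholine EC80 with DMSO and 100% = DMSO without agonist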
CHRM5 antagonist = blocks acetylcholine activation of human M5 receptor. inhibition, % at 3 µM. 360,000 compounds, 0.59% hits. P08912. AID 624040. CHO-hM5 cells, Fluo-8 calcium fluorescence, ACh EC80;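 active = inhibition above a per-plate cutoff, the mean of that plate's test compounds plus 3 SD, cut at about 27% in these data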;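 also: 0% = acetylcholine EC80 with DMSO and 100% = DMSO without agonist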
M4 PAM = CHRM4 positive allosteric modulation; P08173; 360,000 compounds, 0.4% hits; activation, % at 3 µM; CHO-K1 hM4/Gqi5, Fluo-8 calcium fluorescence, ACh EC20; 0% = ACh EC20, 100% = maximal ACh;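 active = activation above its plate's cutoff, the mean activation of sample wells plus 3 SD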; also: some results filed as inactive read as strong as hits
CRFBP-R2 agonist = CRF-BP/CRF-R2 complex agonism; 350,000 compounds, 0.46% hits; HEK293 CRF-R2/CRF-BP, calcium dye fluorescence (FLIPR); percent of saturating CRF peptide response; activation, % at 13.2 µM;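 active = activation of at least 50%, plus an integration ratio under a set limit after plate pattern correction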;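 also: plate controls were neutral control wells without compound for no effect and CRF at EC100 for full effect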
The depositor's hits bear a star; / = no result given.

Start of the data: the first five records (preview)
CHRM5 PAM	CRFBP-R2 block	IDE inh	CRFBP-R2 agonist	CHRM5 agonist	M4 antag	M4 ag	CHRM5 antagonist	M4 PAM	structure
-17	9	4	1.5	0	-17	8	2	-6	COc1ccc(S(=O)(=O)N2CCCC(C(=O)Nc3ccc(NC(=O)c4ccccn4)cc3)C2)cc1 (stereo not given)
0	2	-7	-2.8	2	2	0	-1	5	Cc1ccc(-c2ccc(/C=N/NC(=S)Nc3ccccc3)o2)cc1[N+](=O)[O-]
-2	16	/	1.9	0	-3	1	5	1	COc1ccc(CN2CCN(Cc3c[nH]c4ccccc34)CC2)cc1OC
-1	16	2	-0.7	-5	-1	1	8	-3	COc1ccc(Cl)cc1NC(=O)CN1c2ccccc2CC1C (stereo not given)
2	-6	2	1.3	-1	2	0	0	-3	C(=N\c1nccs1)/c1cccnc1

All compounds of this part, repeating the preview:
CHRM5 PAM	CRFBP-R2 block	IDE inh	CRFBP-R2 agonist	CHRM5 agonist	M4 antag	M4 ag	CHRM5 antagonist	M4 PAM	structure
-17	9	4	1.5	0	-17	8	2	-6	COc1ccc(S(=O)(=O)N2CCCC(C(=O)Nc3ccc(NC(=O)c4ccccn4)cc3)C2)cc1 (stereo not given)
0	2	-7	-2.8	2	2	0	-1	5	Cc1ccc(-c2ccc(/C=N/NC(=S)Nc3ccccc3)o2)cc1[N+](=O)[O-]
-2	16	/	1.9	0	-3	1	5	1	COc1ccc(CN2CCN(Cc3c[nH]c4ccccc34)CC2)cc1OC
-1	16	2	-0.7	-5	-1	1	8	-3	COc1ccc(Cl)cc1NC(=O)CN1c2ccccc2CC1C (stereo not given)
2	-6	2	1.3	-1	2	0	0	-3	C(=N\c1nccs1)/c1cccnc1
-4	1	-6	-1.8	1	-4	1	6	5	Cc1ccccc1N1CC(C(=O)Nc2nnc(SCC(=O)Nc3nccs3)s2)CC1=O (stereo not given)
9	4	0	-2.1	1	-4	1	-8	0	O=C(Nc1ccc(Cl)cc1)C1(S(=O)(=O)c2ccccc2)CC1
1	0	7	-2.2	-9	-7	0	9	1	COCc1c(C(=O)NCc2ccccc2CN2CCCC2)oc2ccccc12
-1	43	3	-3.3	1	12	0	3	7	COC(=O)c1noc(-c2ccc(OC)cc2)n1
-3	-13	5	0.8	-1	2	1	1	8	CCOC(=O)c1cc2c(=O)[nH]ccc2nc1C
-5	-28	0	59*	0	2	-1	3	-1	COc1ccccc1N(CC(=O)N1CCCCC1)S(=O)(=O)c1ccccc1
3	5	-1	-1.6	-2	-12	1	-2	-2	COCCn1c(=S)[nH]c2sc3c(c2c1=O)CCCC3

Results in CHRM5 agonist (3 entries from above):
SMILES	CHRM5 agonist
COc1ccc(S(=O)(=O)N2CCCC(C(=O)Nc3ccc(NC(=O)c4ccccn4)cc3)C2)cc1 (stereo not given)	0
Cc1ccc(-c2ccc(/C=N/NC(=S)Nc3ccccc3)o2)cc1[N+](=O)[O-]	2
COc1ccc(CN2CCN(Cc3c[nH]c4ccccc34)CC2)cc1OC	0

(continued)
CHRM5 PAM	CRFBP-R2 block	IDE inh	CRFBP-R2 agonist	CHRM5 agonist	M4 antag	M4 ag	CHRM5 antagonist	M4 PAM	structure
6	11	5	11	-2	-31	1	-11	13	O=C(CCN1C(=O)/C(=C\c2ccc(F)cc2)SC1=S)Nc1ccccc1
6	12	1	-1.6	-1	2	1	-5	3	Cc1nnc(SCC(=O)N2CCN(S(=O)(=O)c3ccccc3)CC2)[nH]c1=O
2	12	1	-1.7	0	-1	1	-2	0	CC(=O)c1cccc(N(CC(=O)Nc2ccc(F)cc2)S(C)(=O)=O)c1
-4	12	/	5.9	0	-12	1	5	1	CSCc1ccc(C(=O)OCC(=O)NC2CCCC2)o1
-5	/	/	/	0	1	1	4	3	CCCCn1nnnc1C1(C)CCC(=O)N1Cc1ccc(OC)c(OC)c1 (stereo not given)
-12	109*	10	-0.1	3	11	4	6	-3	Cc1ccc(NC(=O)CSC2=C(C#N)C(c3ccco3)CC(=O)N2)cc1 (stereo not given)
-1	-6	0	-1.9	0	-5	0	-1	20	CC(C)CC(OC(=O)c1cccs1)C(=O)NCC1CCCO1 (stereo not given)
1	5	-3	-0.7	-2	-8	-1	8	-1	O=C(CSc1nc(O)cc(=O)[nH]1)N1CCOCC1
5	1	0	-0.2	-6	1	1	13	1	COCCn1c(SCC(=O)Nc2ccc3[nH]c(=O)[nH]c3c2)nc2ccccc21
1	-5	6	-2.1	-1	-1	1	16	0	Cc1cccc(-n2nc3c(c2NC(=O)c2ccco2)CS(=O)(=O)C3)c1C
6	1	-1	0.0	-4	-8	0	-9	3	COC(=O)C1CN(C(=O)c2ccc(OC(F)F)cc2)c2ccccc2O1 (stereo not given)
7	29	5	-1.3	-2	-9	1	-11	0	COc1ccc(C(=O)OCC(=O)NC2CC2)cc1[N+](=O)[O-]
5	-8	/	-0.8	-4	-14	3	-11	13	Nc1nonc1-n1nnc(C(=O)N/N=C/c2ccccn2)c1-c1ccccc1
6	2	3	-1.2	2	-5	3	0	9	Cc1cc(C)c(C)c(S(=O)(=O)N[C@@H](C)C(=O)OCC(N)=O)c1C
-5	0	0	-0.1	-2	-8	3	-5	3	O=C(Cn1c(=O)oc2cc(S(=O)(=O)N3CCc4ccccc43)ccc21)NC1CCCC1
10	1	0	0.8	-2	7	1	-9	-5	C/C(CC(=O)Nc1ccccc1C#N)=N\NC(=O)c1ccncc1
2	12	-1	-0.8	-4	-2	3	4	10	CC(=O)Nc1ccc(S(=O)(=O)NCCC(=O)N2CCN(c3ccccc3Cl)CC2)cc1
2	-31	2	2.9	-1	-1	1	0	8	Nc1c(C(=O)NC2CC2)c2nc3ccccc3nc2n1-c1ccc2c(c1)OCO2
2	-10	2	-0.8	-4	-9	6	4	0	O=C(CCN1C(=O)/C(=C/c2ccc(F)cc2)SC1=S)NCCc1cnc[nH]1
1	27	3	2.3	0	-7	1	-1	5	CCOC1OC2C(CO)OC(n3cnc4c(N)ncnc43)C2O1 (stereo not given)
1	-5	0	0.3	-2	-7	2	3	4	COc1ccc(S(=O)(=O)N(CC(=O)NN=C2CCN(C)CC2)c2ccc(C)cc2)cc1OC
-12	-29	1	2.1	-7	26	1	0	-12	COC(=O)CN1C(=O)Nc2ccc(Br)cc2C1c1ccccc1Cl (stereo not given)
0	6	1	1.0	1	11	0	0	-5	COc1ccc(C(=O)N2CCN(C(=O)Cc3ccccc3)CC2)cc1
6	10	1	1.9	-2	15	0	-7	11	COC(=O)c1nn(-c2ccccc2)c(Cl)c1/C=N/OC(=O)c1ccc(Cl)c(Cl)c1
3	-3	12	-0.3	-5	-6	0	1	-4	CC(=O)N/N=C/c1cc2c(cc1[N+](=O)[O-])OCO2
-6	-7	12	-1.1	2	-11	1	10	-9	CC(C)(C)C(=O)OC/C(N)=N/OC(=O)c1ccccc1
-16	15	0	-1.3	-3	79*	1	8	-15	COc1ccc(NC2c3ccccc3C(=O)N2c2ccccn2)cc1Cl (stereo not given)
-4	5	/	-0.4	1	0	0	-3	-2	CN(C(=O)c1cccc(NC(=O)Cc2cccc(NC(=O)C3CCCN(C(=O)C4CCCCC4)C3)c2)c1)C1CC1 (stereo not given)
-8	/	/	/	1	7	0	-1	-12	Cc1ccc2ccc(C(Nc3ccccc3)c3ccc(C(C)C)cc3)c(O)c2n1 (stereo not given)
1	-30	2	2.3	2	2	0	-6	0	O=S(=O)(Cc1ccccc1Cl)NCCc1ccccc1
-11	-9	0	-1.9	4	-1	-1	-2	0	Cc1ccc(-c2nc(N=Nc3ccc(O)cc3)n[nH]2)cc1
-12	28	4	-0.5	2	12	18	32*	-15	COc1ccc(CC(=O)Nc2nc(-c3ccc(F)c(F)c3)cs2)cc1OC
-2	-19	-6	0.6	-2	2	0	-4	8	O=C(CSC1=NC(=O)C(c2ccccc2)C(=O)N1)Nc1ccccc1Cl (stereo not given)
8	-14	-5	0.0	-1	3	5	-1	9	O=C(Nc1ccc(S(=O)(=O)N2CCCCCC2)cc1)c1c(F)cccc1F
1	2	-4	0.2	-6	2	1	-3	7	CCOc1ccc(C(=O)N(C)C2CCS(=O)(=O)C2)cc1 (stereo not given)
8	-3	-2	1.1	-1	-4	-1	-3	0	CCOC(=O)c1sc(N2C(=O)C(O)=C(C(=O)c3ccco3)C2c2ccco2)nc1C (stereo not given)
7	5	-2	0.4	1	7	1	1	-6	Cc1ccccc1C(=O)c1c[nH]c(C(=O)N=CN(C)C)c1
3	5	-6	-1.3	1	-3	1	1	3	CC1CN(C(=S)Nc2ccc(F)cc2F)CC(C)O1 (stereo not given)
6	0	-3	-0.6	2	-10	2	-5	4	O=C(OCC(=O)N1CCc2ccccc21)[C@@H]1CCCN1S(=O)(=O)c1ccccc1F
0	-12	3	-0.3	-4	5	2	-4	-3	Cc1cccc(OCC(=O)Nc2ccc(S(=O)(=O)N3CCN(C)CC3)cc2)c1
-10	-3	6	0.2	1	12	2	17	10	COC(=O)Cc1ccc(NC(=S)NCc2ccccc2)cc1
-7	-4	-1	2.2	-1	-5	3	-7	-2	Cc1ccc(NC(=O)CN2c3cccc4cccc(c34)S2(=O)=O)cc1S(=O)(=O)N1CCOCC1
-6	-4	-1	0.0	0	6	3	3	-5	O=C(/C=C/c1ccccc1[N+](=O)[O-])Nc1ccccc1
2	14	-2	-1.2	2	-22	-1	4	7	CC(C)(O)c1[nH]c2cc(F)ccc2c1C(C)(C)O
6	-10	-1	0.8	-2	-6	1	-11	-2	Cc1ccc(Cn2cc(S(=O)(=O)c3ccc(Cl)cc3)c(=O)c3cc(F)ccc32)cc1
5	8	-3	-2.9	2	-5	-1	-5	9	CC1CCc2c(sc3ncn(CC(=O)N=Nc4c(O)[nH]c5ccccc45)c(=O)c23)C1 (stereo not given)
-4	-8	1	-1.7	-4	-6	1	-3	8	Cc1ccc(C(=O)C(C)N2C(=O)NC(C)(c3ccccc3)C2=O)cc1 (stereo not given)
-5	7	2	0.1	5	2	6	14	1	Cc1c(N/N=C(\C#N)C(=O)c2ccc(Cl)cc2)c(=O)n(-c2ccccc2)n1C
-1	-3	-3	0.0	-2	2	1	7	10	Cc1ccc(C2=NC3(CCCCC3)NC2=S)cc1
-5	3	-1	1.7	-19	-2	1	7	-4	COc1ccc(CCN2CCCC(CN(C)Cc3cc(OC)c(OC)c(OC)c3)C2)cc1 (stereo not given)
-5	-3	-1	4.4	-1	-6	0	-5	-10	CCn1c(SCc2c(Cl)cccc2Cl)nc2nc3c(cc2c1=O)CCCC3
7	13	7	-4.8	-2	9	2	2	1	O=C(COC(=O)COc1ccc(Br)cc1)NCc1ccc2c(c1)OCO2
2	-6	1	0.8	-3	-17	2	9	-2	COc1ccc2cc(C3c4cc(OC)c(OC)cc4CCN3C(=O)c3ccco3)c(=O)[nH]c2c1 (stereo not given)
-3	13	4	0.3	1	-2	0	5	13	Cn1c(=O)c2c(SCc3ccccc3)nc(C3CC3)nc2n(C)c1=O
-2	3	/	0.7	0	3	0	4	-2	Cc1ccc([C@H]2N[C@]3(CCCN(Cc4cccn4C)C3=O)[C@H]3C(=O)N(Cc4ccccc4)C(=O)[C@@H]23)cc1
-3	/	/	/	2	-2	0	-5	6	COCCN1C(=O)COc2ccccc2C1C(=O)Nc1c(C)cccc1C (stereo not given)
5	0	-3	-0.7	-8	8	2	-6	-8	CN1CCN(CCCNC(=O)c2ccc3c(c2)N(Cc2ccc(F)cc2)CCS3)CC1
